Screening results deposited in PubChem by several laboratories.
VLA-4 inh: inhibition in a human VLA-4 binding assay; VLA-4 expressing cells, ligand binding flow cytometry; P13612; inhibition, % (about 7 µM as worked out from the volumes in the protocol); 330,000 tested, 0.2% active; in the data active = inhibition above about 50%
MEX-5 binding: C. elegans MEX-5 TCR-2 RNA binding activity | Q9XUB2 | MEX-5/FITC-TCR2 RNA binding, fluorescence polarization; hits give low values | activity score (negative = inhibition of binding), % at 10 µM | 300,000 tested, 0.38% active | AID 1832;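 active = inhibition past about -25% in most replicates, and total fluorescence under double the plate's negative control median, limit read from the data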;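 note: 0% = DMSO and -100% = 5 µM competing unlabeled TCR2 RNA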
Target sequence (Q9XUB2 whole entry, looked up): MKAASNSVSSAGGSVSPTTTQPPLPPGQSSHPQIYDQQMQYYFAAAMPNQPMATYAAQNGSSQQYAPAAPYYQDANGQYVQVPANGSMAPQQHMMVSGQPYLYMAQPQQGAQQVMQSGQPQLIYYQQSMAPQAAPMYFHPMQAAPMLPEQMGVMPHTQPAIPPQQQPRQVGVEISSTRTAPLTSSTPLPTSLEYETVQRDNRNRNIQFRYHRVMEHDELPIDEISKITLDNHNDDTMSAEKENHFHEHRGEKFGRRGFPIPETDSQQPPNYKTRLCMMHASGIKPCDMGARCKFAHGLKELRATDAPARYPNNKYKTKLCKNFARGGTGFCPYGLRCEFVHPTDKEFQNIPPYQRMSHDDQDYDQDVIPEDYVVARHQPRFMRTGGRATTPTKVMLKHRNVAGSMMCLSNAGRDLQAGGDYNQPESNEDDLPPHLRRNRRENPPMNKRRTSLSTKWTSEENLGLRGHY
Bcl-xL primary: blocks human Bcl-xL binding to Bim BH3 peptide; AID 2129; inhibition, % at 10.9 µM; Q07817; GST-Bcl-xL / FITC-Bim BH3 peptide fluorescence polarization; 320,000 tested, 0.7% active;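 active = inhibition above the mean of all tested compounds plus 3 SD, cutoff set per campaign, cut at about 30% in these data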;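 note: 0% = DMSO wells and 100% = unlabeled Bim-BH3 peptide competitor; inhibitors lower millipolarization by displacing the labeled peptide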
CR mimetic SO: lowers age-related superoxide in aged yeast cells | S. cerevisiae aged cells, superoxide DHE fluorescence; hits give low values | superoxide response (% of plate mean), % at 10 µM | 330,000 tested, 0.18% active;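 active = superoxide response under a set limit, about three screen SD below normal, cut at about 65% in these data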;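 note: yeast aged for seven days with compound at 30 °C before DHE staining; 100% = average MFI of all compound-treated wells on the plate with controls excluded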
GLD-1 TGE inh: GLD-1-TGE RNA interaction inhibition (C. elegans). inhibition, % at 5.96 µM. 320,000 tested, 0.44% active. purified GLD-1 + fluorescein TGE RNA, fluorescence polarization. Q17339. AID 2280;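 active = percent inhibition above a per-plate cutoff, the plate mean of test compounds plus 3 SD, cut at about 30% in these data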;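 note: 0% = DMSO wells with GLD-1 and probe and 100% = wells lacking GLD-1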
Target sequence (Q17339 whole entry, looked up): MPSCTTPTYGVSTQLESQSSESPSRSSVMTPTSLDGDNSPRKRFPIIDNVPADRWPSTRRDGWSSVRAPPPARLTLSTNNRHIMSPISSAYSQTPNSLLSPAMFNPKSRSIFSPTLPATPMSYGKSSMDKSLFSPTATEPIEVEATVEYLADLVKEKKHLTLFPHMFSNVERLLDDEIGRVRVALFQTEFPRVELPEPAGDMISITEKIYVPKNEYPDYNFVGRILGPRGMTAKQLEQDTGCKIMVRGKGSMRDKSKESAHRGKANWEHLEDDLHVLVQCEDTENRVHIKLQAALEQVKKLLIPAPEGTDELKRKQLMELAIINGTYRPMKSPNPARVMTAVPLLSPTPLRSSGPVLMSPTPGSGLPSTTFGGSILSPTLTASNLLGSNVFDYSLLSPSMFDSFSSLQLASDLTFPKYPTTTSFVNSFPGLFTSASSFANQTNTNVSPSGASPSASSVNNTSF
GRK2 aptamer HTS: inhibitors of human GRK2 displacing RNA aptamer; P25098; bead flow cytometry, FAM-aptamer displacement from GRK2; inhibition of aptamer binding, % at 10 µM; 330,000 tested, 0.59% active;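 active = inhibition of aptamer binding above 40%, roughly 3 SD of noise, on plates passing a quality check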;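 note: median bead fluorescence of bound FAM aptamer so fluorescent compounds give negative values; no value below 0 was filed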
AGP1 TOR yeast: alters AGP1-GFP fluorescence in TOR pathway yeast screen; 320,000 tested, 0.02% active; GFP response vs DMSO, % at 10 µM; S. cerevisiae AGP1-GFP multiplex flow cytometry, 3 h; GFP as percent of DMSO wells; AID 2066;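 active = GFP response relative to DMSO above a set limit, near screen average plus 3 SD, cut at about 150% in these data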;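 note: median GFP channel fluorescence of the gated AGP1 strain per well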
MCL1-BIM inh: disrupts human MCL1 binding to BIM-BH3 peptide; Q07820; GST-MCL1 / FITC-Bim-BH3 fluorescence polarization; inhibition, % at 10.9 µM; 320,000 tested, 0.68% active; AID 2057;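 active = inhibition above the mean inhibition of all tested compounds plus 3 SD, set per campaign, cut at about 40% in these data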;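 note: 0% = DMSO wells and 100% = unlabeled Bim-BH3 peptide control; higher means more loss of mP so more displacement of Bim peptide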
CIT2 TOR yeast: alters CIT2-GFP fluorescence in TOR pathway yeast screen. S. cerevisiae CIT2-GFP strain, flow cytometry, 3 h; 100 means same as DMSO wells. AID 2029. GFP response vs DMSO, % at 10 µM. 320,000 tested, 0.065% active;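 active = GFP response relative to DMSO above a set limit, near the screen mean plus 3 SD, cut at about 150% in these data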;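 note: ratio of well median GFP fluorescence to mean of DMSO wells on the plate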
* = called active by the depositor; nt = no result given. Hits appear at their usual frequency; about 2.1% have a hit in one of these screens.

SMILES	VLA-4 inh	MEX-5 binding	Bcl-xL primary	CR mimetic SO	GLD-1 TGE inh	GRK2 aptamer HTS	AGP1 TOR yeast	MCL1-BIM inh	CIT2 TOR yeast
CC1CN(c2ccc(S(=O)(=O)N3CCCC3)cn2)CC(C)O1 (stereo not given)	9.6	-0.2	1.1	105.4	-0.6	2.0	100.7	2.2	93.9
COCCNC(=O)COc1cccc(Oc2ccccc2)c1	-6.2	-1.5	4.4	115.0	7.3	0.0	91.4	5.8	90.6
CC(C)CCN(C(=O)c1ccncc1)c1c(N)n(Cc2ccccc2)c(=O)[nH]c1=O	-5.2	nt	-10.0	121.6	2.5	3.0	97.4	-13.1	78.1
CCN1C(=O)c2ccc(C(=O)Nc3ccc(O)cc3C)cc2C1=O	5.7	-2.4	-1.7	99.8	4.6	0.0	91.2	2.6	99.0
Cc1cccc(C(=O)NNC(=O)c2ccc(S(=O)(=O)N3CCOCC3)cc2)c1	-5.3	-1.7	6.3	103.8	-2.4	0.0	107.5	2.8	117.4
O=C(NC1CCN(Cc2ccc(Cl)cc2)CC1)c1cn(-c2ccccc2)nc1-c1cccnc1	5.0	nt	-0.4	93.0	-6.5	0.0	93.3	-1.1	87.3
Cc1cc(C)c(S(=O)(=O)N2CCCCC2CCNC(=O)C(=O)NCc2ccco2)c(C)c1 (stereo not given)	-17.8	-1.4	1.9	95.1	-1.1	0.0	105.6	-0.8	99.8
Cc1ccc(C2(CCNS(=O)(=O)c3ccc(C)cc3)CCOC(C(C)C)C2)cc1 (stereo not given)	7.4	-1.3	-1.0	96.2	0.8	0.0	100.8	4.1	89.3
CCOc1ccc(N=C(NC#N)SCC)cc1	-8.9	0.7	4.0	80.0	8.3	1.0	99.1	3.1	94.6
COc1ccc(-n2cc(CNCCc3cnc[nH]3)c(-c3cccc(F)c3)n2)cc1	3.2	-3.0	1.2	100.4	7.5	0.0	90.0	3.5	80.7
Cc1nn(C(C)C(=O)NCCCN2CCCC2)c(=O)c2nn(-c3ccccc3)c(C)c12 (stereo not given)	2.8	1.7	-6.1	112.9	-5.1	0.0	97.5	1.7	104.4
Cc1nnc(SCc2nc3ccccc3nc2C)s1	26.2	0.1	0.6	92.2	-2.6	0.0	100.0	-0.6	98.3
CC(C)C1S/C(=N/N=C/c2cccs2)NC1=O (stereo not given)	-4.4	2.2	6.0	111.8	-1.0	1.0	91.5	4.6	96.7
CC(C)Cc1nc2oc3c(NCC4CCCO4)ncnc3c2c2c1CCC2 (stereo not given)	-7.6	1.4	0.3	93.7	6.8	0.0	96.9	-1.3	78.8
Cc1cc(=O)n2[nH]c(C(=O)O)nc2n1	4.7	0.4	6.3	96.3	1.7	0.0	90.2	2.6	92.7
Cc1c(N=Cc2cc3c(cc2Cl)OCO3)c(=O)n(-c2ccccc2)n1C	-8.6	-0.5	3.1	69.5	2.0	9.0	92.8	7.4	107.8
C=CCOC(=O)C1=C(C)NC(C)=C(C(=O)OCC=C)C1c1cccs1	-5.6	-1.6	3.5	82.5	-2.3	1.0	100.2	7.9	102.3
Cc1cccc(-c2ncc(S(=O)(=O)C(C)(C)C)c(N)n2)c1	-3.9	-2.0	3.3	103.3	0.5	2.0	101.2	5.5	100.1
CCOC(=O)/C(=N/Nc1ccc(Cl)cc1)S(=O)(=O)c1ccccc1	13.3	0.6	1.2	98.3	1.8	1.0	107.4	-0.2	110.4
Cc1ccc(NC(=O)CSc2nc3ccc(Nc4nc(N5CCOCC5)nc(N5CCOCC5)n4)cc3s2)cc1	-1.1	nt	nt	84.7	nt	0.0	97.0	nt	96.2

Some of the entries above, reformatted.
Order of values: VLA-4 inh	MEX-5 binding	Bcl-xL primary	CR mimetic SO	GLD-1 TGE inh	GRK2 aptamer HTS	AGP1 TOR yeast	MCL1-BIM inh	CIT2 TOR yeast
CC1CN(c2ccc(S(=O)(=O)N3CCCC3)cn2)CC(C)O1 (stereo not given)
    9.6	-0.2	1.1	105.4	-0.6	2.0	100.7	2.2	93.9
CC(C)Cc1nc2oc3c(NCC4CCCO4)ncnc3c2c2c1CCC2 (stereo not given)
    -7.6	1.4	0.3	93.7	6.8	0.0	96.9	-1.3	78.8

Next section:
SMILES	VLA-4 inh	MEX-5 binding	Bcl-xL primary	CR mimetic SO	GLD-1 TGE inh	GRK2 aptamer HTS	AGP1 TOR yeast	MCL1-BIM inh	CIT2 TOR yeast
O=C(NC1CCCCCCC1)C1c2ccccc2C(=O)N1Cc1cccs1 (stereo not given)	15.3	1.8	1.4	104.8	3.5	0.0	100.8	-5.5	105.5
O=C(Cc1ccccc1)Nc1ccccc1Oc1ccccc1	-2.1	-1.4	3.5	96.8	0.8	2.0	95.9	1.3	101.2
CCOC(=O)c1sc(NC(=O)CSc2n[nH]c(C)n2)nc1C	11.6	-0.4	4.7	88.5	4.5	3.0	101.6	9.8	97.1
CCCCCCCN(C(=O)CCl)c1cccc(C)c1	-8.8	0.6	-0.1	116.2	1.5	2.0	101.0	1.7	98.3
CC(=O)NCc1ccc(C(=O)CSc2nnc(C3CC3)n2C2CC2)cc1	8.3	nt	-2.6	92.8	5.3	2.0	116.7	-5.8	112.3
Cc1cccc(C(C)C)c1NC(=O)COC(=O)CN1C(=O)C2CC=CCC2C1=O (stereo not given)	-0.4	-1.4	-4.0	96.5	5.3	2.0	106.9	-5.8	102.3
CC1CC1C(=O)OCC(=O)NNC(=O)COc1ccc(Br)cc1 (stereo not given)	2.4	-1.2	-14.2	98.8	9.7	4.0	110.7	-11.1	110.0
CCC1(C)Cc2c(sc3nc4n(c(=O)c23)CCS4)CO1 (stereo not given)	-1.1	-0.1	3.2	99.1	-1.6	2.0	82.3	3.9	87.2
Cc1sc2nc(CN3CCOCC3)nc(NS(=O)(=O)c3cc(Cl)ccc3Cl)c2c1C	2.4	nt	0.8	115.6	-0.6	1.0	90.8	1.4	83.2
CCOc1ccc(C(=O)N2CCN(c3ccccn3)CC2)cc1	-0.5	-0.7	-1.8	87.3	1.3	1.0	102.1	0.5	108.8
Cc1cc(C)c2c(=O)n(CC(=O)N3CCC(N4CCCCC4)CC3)sc2n1	-3.7	-0.3	4.3	105.1	-0.8	0.0	95.8	17.2	91.4
CCOc1ccc(C(C)NC(=O)Cc2ccccc2)cc1OCC (stereo not given)	2.5	-0.2	3.8	97.8	2.7	0.0	91.1	1.4	101.9
O=C(CN1C(=O)NC2(CCCc3ccccc32)C1=O)NCc1cccs1 (stereo not given)	9.8	nt	0.5	100.7	3.2	0.0	104.2	7.4	95.7
CCSC1=C(C#N)C(c2ccc3c(c2)OCO3)C2=C(CCCC2=O)N1 (stereo not given)	2.9	-1.4	-3.8	95.4	-4.9	0.0	107.2	-1.0	103.1
Cc1n[nH]c(=O)c2c(NC(=O)CSc3ccccc3Cl)oc(C)c12	-5.7	-3.3	-4.0	114.5	-8.3	2.0	97.6	0.8	95.6
COCCNc1nnc(SCC(=O)NNC(=O)c2ccc([N+](=O)[O-])cc2)s1	20.0	-18.8	-1.1	101.7	5.3	1.0	107.4	74.6*	91.7
CC(Sc1nc2ccccc2[nH]1)C(=O)O (stereo not given)	-2.6	2.3	-1.4	132.9	5.6	0.0	109.5	2.3	105.2
COC(=O)CN1C(=O)S/C(=C/c2cc(C)n(C)c2C)C1=O	8.5	1.5	-3.2	107.2	-6.4	0.0	94.8	1.2	96.8
O=C(CN1CC(c2ccccc2)CC1=O)OCc1ccccc1F (stereo not given)	24.2	1.4	2.7	97.5	5.9	2.0	98.4	3.6	98.4
O=[N+]([O-])c1cc(/C=N\Nc2ccccn2)ccc1Cl	1.2	3.7	-2.0	105.7	1.7	0.0	98.1	0.3	95.6
Cc1ccc2nc(-c3ccncc3)cc(C(=O)Nc3ccc(OC(F)F)cc3)c2c1	-8.0	3.7	-3.6	115.8	10.8	1.0	103.3	-10.0	100.3
O=C1C2C3C=CC(C4CC34)C2C(=O)N1/N=C/c1ccc(-c2ccc(F)cc2[N+](=O)[O-])o1 (stereo not given)	2.2	-5.8	74.1*	111.3	55.2*	0.0	87.9	83.9*	84.9
COCCCNC(=O)CSc1nc2c(sc3ccccc32)c(=O)n1CCCC(=O)NCC1CCCO1 (stereo not given)	0.6	-2.8	5.3	111.9	9.6	0.0	104.5	11.9	101.5
Cc1ccccc1C(=O)NCC(=O)OC(C)C(=O)NCc1ccco1 (stereo not given)	6.2	0.0	7.2	70.1	6.0	2.0	109.8	6.7	105.2
COc1ccc(CN(CC2CCC(C(=O)O)CC2)C(=S)Nc2cc(C)cc(C)c2)cc1 (stereo not given)	-6.4	1.3	4.0	111.1	-4.3	1.0	109.2	10.8	92.4
CCOC(=O)C1CCN(C(=O)c2ccc(OCC(=O)Nc3cccc(C(F)(F)F)c3)c(OC)c2)CC1	-1.1	-0.2	1.3	94.3	7.3	0.0	101.0	2.1	102.3
CCN(CC)CCN1C(=O)C(=O)/C(=C(/O)c2c(C)[nH]c(C(=O)OC)c2C)C1c1ccc(OC)cc1 (stereo not given)	-6.9	-3.4	3.2	90.5	6.7	1.0	105.7	0.1	101.8
O=C(C1=C[C@@H](c2coc3ccccc3c2=O)C[C@@H](OCc2ccc(CO)cc2)O1)N1CCN(Cc2ccccc2)CC1	-13.5	-2.3	3.4	108.2	-0.8	2.0	101.2	8.1	97.6
Cc1nn(C(C)C(=O)N2CCCC2)c(=O)c2nn(-c3ccccc3)c(C)c12 (stereo not given)	0.0	0.2	1.9	83.9	0.7	0.0	104.6	-2.4	101.1
CCC(=O)N/N=C/c1ccc(OS(=O)(=O)c2ccccc2)cc1	-8.0	-0.9	5.5	102.2	5.0	2.0	113.9	7.3	97.1
COc1ccc(/C=N/Nc2nc(N3CCCCC3)nc(N3CCCCC3)n2)cc1[N+](=O)[O-]	11.0	2.0	-1.6	110.9	4.2	0.0	86.7	0.1	93.5
CCC1Oc2ccc(C)cc2N(CC(=O)N2CCCC2)C1=O (stereo not given)	12.8	2.5	4.4	103.8	5.2	0.0	101.8	-6.5	111.3
O=C(NCCCN1CCCC1)Nc1ccc(F)cc1	-5.2	1.1	0.7	107.2	3.4	18.0	108.2	0.3	104.4
Cc1ccc2c(Cl)cc(Cl)c(OCC(=O)O)c2n1	3.9	-0.2	2.1	107.2	-0.7	0.0	96.3	5.0	94.1
CCOc1ccccc1NC(=O)CSc1n[nH]c(N)n1	-1.5	-0.2	15.6	124.6	-0.3	0.0	100.3	3.2	105.5
CNC(=O)c1c[nH]c2ccc(S(=O)(=O)Nc3ccccc3F)cc2c1=O	0.2	1.2	4.7	92.9	-11.5	93.0*	95.4	-1.4	103.5
CN(C)S(=O)(=O)c1cccc(NC(=O)COC(=O)c2ccc3c(c2)OCO3)c1	6.4	1.4	2.8	100.6	5.1	0.0	101.7	5.1	106.8
CCOC(=O)C1CCN(C(=O)CC2C(=O)N(Cc3ccccc3)C(C)c3nc4ccccc4n32)CC1 (stereo not given)	18.3	nt	2.7	126.6	3.6	3.0	111.2	-0.8	105.3
Oc1ccc(-c2nc(-c3ccc(F)cc3)c(-c3ccncc3)[nH]2)cc1	-13.3	nt	4.3	88.0	-0.2	2.0	84.8	1.7	116.8
O=C(NCc1ccco1)C(c1ccc(F)cc1)N(CC1CCCO1)C(=O)Cn1nnc2ccccc21 (stereo not given)	18.1	1.9	1.7	99.3	-0.5	1.0	95.1	-2.4	100.1
